Apoferritin bind = qHTS Assay for Identification of Novel General Anesthetics; Ferritin light chain (Equus caballus), P02791; apoferritin/1-aminoanthracene competitive binding, fluorescence; Potency, µM (highest dose often 77.5 µM), inactives show top-dose activity change, negative = displacement, most hits filed as inhibitors; 350,000 compounds, 0.074% hits; AID 485281, 2010; further: potency means the concentration at half of the fitted maximal effect; on the % scale 0 is the no-effect control and ±100 the full control effect; nearly all actives have a fitted effect of over 20% in size
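Concentration-response curves derived by four-parameter Hill fitting of normalized fluorescence, where compounds displaced 1-AMA from 10 uM horse apoferritin following a brief 10 min room-temperature incubation; propofol titration acted as positive control.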
BLM inh = qHTS Assay for Inhibitors of Bloom's syndrome helicase (BLM) | AID 2528, 2010 | recombinant BLM DNA unwinding, fluorescence dequenching | RecQ-like DNA helicase BLM (Homo sapiens), P54132 | 350,000 compounds, 0.2% hits | Potency, µM (doses to about 56.1 µM), inactives show at the top dose activity change, negative = inhibition, actives largely listed as inhibitors;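 further: potency means the concentration at half of the fitted maximal effect; plate controls were vehicle for no effect and no enzyme for full effect; nearly all actives have a fitted effect of over 35% in size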
Target sequence (P54132 whole entry, looked up): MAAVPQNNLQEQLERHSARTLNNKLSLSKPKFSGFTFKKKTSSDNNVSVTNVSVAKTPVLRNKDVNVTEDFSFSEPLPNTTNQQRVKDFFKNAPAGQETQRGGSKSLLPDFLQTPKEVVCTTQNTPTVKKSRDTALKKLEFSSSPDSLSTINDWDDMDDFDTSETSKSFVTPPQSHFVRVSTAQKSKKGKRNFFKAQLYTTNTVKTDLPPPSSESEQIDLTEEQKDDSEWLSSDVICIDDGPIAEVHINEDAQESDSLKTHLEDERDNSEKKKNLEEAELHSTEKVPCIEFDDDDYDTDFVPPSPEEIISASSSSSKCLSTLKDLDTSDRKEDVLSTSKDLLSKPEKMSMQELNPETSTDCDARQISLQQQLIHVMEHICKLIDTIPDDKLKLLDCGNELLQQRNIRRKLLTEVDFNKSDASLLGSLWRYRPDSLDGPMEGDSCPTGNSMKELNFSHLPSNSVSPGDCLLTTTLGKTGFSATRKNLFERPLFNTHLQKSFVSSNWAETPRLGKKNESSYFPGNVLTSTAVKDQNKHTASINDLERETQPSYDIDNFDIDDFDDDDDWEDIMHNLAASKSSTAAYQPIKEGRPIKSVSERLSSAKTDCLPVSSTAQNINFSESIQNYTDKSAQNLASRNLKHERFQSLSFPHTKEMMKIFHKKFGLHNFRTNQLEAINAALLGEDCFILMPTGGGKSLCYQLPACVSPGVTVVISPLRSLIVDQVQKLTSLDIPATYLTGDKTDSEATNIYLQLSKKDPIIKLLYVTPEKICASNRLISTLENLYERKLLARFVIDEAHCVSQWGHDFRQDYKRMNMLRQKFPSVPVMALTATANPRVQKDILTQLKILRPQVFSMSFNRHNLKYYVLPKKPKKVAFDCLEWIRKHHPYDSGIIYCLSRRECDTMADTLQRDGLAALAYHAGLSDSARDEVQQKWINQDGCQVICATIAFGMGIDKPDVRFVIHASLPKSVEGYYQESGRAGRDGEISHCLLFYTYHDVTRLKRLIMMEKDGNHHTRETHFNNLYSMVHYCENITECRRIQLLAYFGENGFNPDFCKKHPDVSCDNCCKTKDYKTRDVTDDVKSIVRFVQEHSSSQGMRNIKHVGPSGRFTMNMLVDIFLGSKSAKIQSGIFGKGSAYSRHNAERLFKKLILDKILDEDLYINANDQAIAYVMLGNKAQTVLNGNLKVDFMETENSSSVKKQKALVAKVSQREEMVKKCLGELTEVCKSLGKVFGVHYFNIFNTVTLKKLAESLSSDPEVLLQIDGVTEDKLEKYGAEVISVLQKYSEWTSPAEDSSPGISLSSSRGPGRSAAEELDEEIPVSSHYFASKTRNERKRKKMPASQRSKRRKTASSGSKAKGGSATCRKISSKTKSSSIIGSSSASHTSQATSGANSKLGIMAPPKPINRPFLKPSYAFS
Pol kappa inh = qHTS for Inhibitors of Polymerase Kappa; DNA polymerase kappa (Homo sapiens), Q9UBT6; 400,000 compounds, 0.53% hits; Potency, µM (highest dose often 107 µM), for inactives: top-dose activity, negative = inhibition, hits mostly inhibitors; purified Pol kappa, fluorescent DNA synthesis assay, 10 min; further: potency means the concentration at half of the fitted maximal effect; on the % scale 0 is the no-effect control and ±100 the full control effect
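10 nM Pol kappa was preincubated with compounds for 15 min at room temperature. Reaction started with 50 nM (final) substrate. Fluorescence read kinetically at 0 and 10 min.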
Glioma ERSR ind = qHTS for Inducers of the Endoplasmic Reticulum Stress Response (ERSR) in Human Glioma: qHTS | U87-MG GRP78 promoter luciferase reporter, 16 h | Potency, µM, for inactives: top-dose activation, actives largely listed as activators | 420,000 compounds, 0.02% hits | AID 602332, 2012; further: potency means the concentration at half of the fitted maximal effect; series mostly up to about 76 µM; % of control where 0% means no effect; nearly all actives have a fitted effect of over 35% in size
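Stably transfected U87-MG glioma cells carrying a GRP78-based luciferase sensor; 16 h compound incubation. Luminescence end-point read 10 min after Bright-Glo addition at room temperature.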
Pol iota inh = qHTS for Inhibitors of Polymerase Iota; Pol iota fluorescent replication assay, 10 min; Potency, µM (series often up to 115 µM), for inactives: at the top dose activity, negative = inhibition, usual class: inhibitors; 390,000 compounds, 1% hits; further: potency means the concentration at half of the fitted maximal effect
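Fluorescent replication assay read twice, at 0 min and 10 min after adding 50 nM (final) substrate. Enzyme (10 nM) and compounds were first incubated 15 min at room temperature; enzyme-free buffer wells were negative controls.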
POLB inh = qHTS Assay for Inhibitors of DNA Polymerase Beta; P06746; Pol beta primer extension/strand displacement, fluorescence kinetic; Potency, µM (top dose mostly 114 µM), for inactives: at the top dose activity change, negative = inhibition, actives largely listed as inhibitors; 340,000 compounds, 1.3% hits; further: potency means the concentration at half of the fitted maximal effect; on the % scale 0 is the no-effect control and ±100 the full control effect
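Reaction started by 50 nM substrate onto compound-treated Pol beta (10 nM, 15 min preincubation, room temperature); plates read at 0 min and 10 min. Normalized concentration-effect data fitted by four-parameter Hill equation.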
Pol eta inh = qHTS for Inhibitors of Polymerase Eta; DNA polymerase eta (Homo sapiens), Q9Y253; recombinant Pol eta, fluorescent DNA replication assay; Potency, µM (highest dose often 114 µM), for the others: at the highest dose activity change, negative = inhibition, most hits filed as inhibitors; 390,000 compounds, 1.2% hits; AID 588591, 2011; further: potency means the concentration at half of the fitted maximal effect; on the % scale 0 is the no-effect control and ±100 the full control effect
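Pol eta at 10 nM preincubated with compounds 15 min at room temperature; reaction started with fluorescent substrate (50 nM final) and read kinetically at 0 and 10 min.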
APE1 inh = qHTS Assay for Inhibitors of the Human Apurinic/apyrimidinic Endonuclease 1 (APE1) | AID 2517, 2012 | Potency, µM (top dose mostly 65.8 µM), for inactives: at the top dose activity change, negative = inhibition, hits mostly inhibitors | 350,000 compounds, 0.35% hits | recombinant APE1, TAMRA/BHQ-2 abasic DNA cleavage fluorescence;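 further: potency means the concentration at half of the fitted maximal effect; plate controls were vehicle for no effect and reference inhibitor for full effect; nearly all actives have a fitted effect of over 55% in size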
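Substrate: short duplex with […] THF abasic site, 5'-TAMRA and 3'-BHQ-2, 50 nM final. APE1 at 0.75 nM, preincubated 15 min RT with compound. Fluorescence increase from first to third read measured activity.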
LDHA inh = qHTS assay for inhibitors of human lactate dehydrogenase | purified LDHA, NADH/diaphorase-resazurin fluorescence; hits give low values | 480,000 compounds, 0.15% hits | L-lactate dehydrogenase A chain (Homo sapiens), P00338 | activity change, % (values are at about 110 or 230 µM); in the data active means activity change below about -30%; inconclusive means mostly about -25% to -30%;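 further: plate controls were DMSO wells for no effect and wells without enzyme for full effect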
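Human LDH5 at 2 nM final in Tris HCl pH 7.4 with 0.06 mM NADH and 0.2 mM pyruvate, reacted 5 minutes at room temperature. Remaining NADH coupled via diaphorase/resazurin; resorufin fluorescence read at 0 and 20 minutes, normalized to enzyme-free and DMSO wells.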
* = called active by the depositor; ? = inconclusive; . = no result given; & = joins results of further samples; [ ] = dose if it differs, or a comment. Unless noted, the call rests on the fitted dose curve; in most records, active means well fitted curve in the direction sought with a large enough effect; inconclusive means small, poorly fitted or top-dose-only effect, or another doubt; inactive means no such curve, though single readings can be large; an effect the other way counts as inactive or inconclusive. These rows are one share of the data; count on the stated rates, not on these rows.

Order of values: POLB inh	Pol eta inh	APE1 inh	BLM inh	LDHA inh	Apoferritin bind	Glioma ERSR ind	Pol iota inh	Pol kappa inh
O=C(c1cccc(F)c1)N1CCCC(C(=O)N2CCCCC2)C1 (stereo unspecified)
 : 50%	-4%	91%[activator]	1%	-5	-1%	-5%	-3%	-3%
Cc1ccccc1-n1c(=O)c2c(n3cnnc13)-c1ccccc1CC21CCCCC1
 : 29%	-15%	10%	-1%	-1	-16%	-6%	-8%	-4%
C1CCC(NC2=NCCC2)CC1
 : -2%	-6%	1%	-6%	-14	-3%	-7%	6%	-8%
Cc1ccc(-n2ncc3c(NNC(=O)c4cccs4)ncnc32)cc1
 : 21%	3%	-1%	-2%	-15	-13%	5%	12%	-17%
CC1CCCN(C(=S)NCCc2ccccc2)C1 (stereo unspecified)
 : 18%	-2%	-6%	-1%	1	-18%	0%	-3%	-9%
COC(=O)c1oc2c(c1C)C(=O)CCC2
 : -4%	4%	-3%	-6%	-9	-2%	2%	31%[activator]	-6%
CN1C(N)=NC(=O)/C1=C/c1ccc(F)cc1
 : 8%	1%	-5%	1%	2	9%	-4%	10%	3%
CCN(C(=O)COC(=O)c1cc([N+](=O)[O-])ccc1N1CCOCC1)C1CCS(=O)(=O)C1 (stereo unspecified)
 : .	3%	11%	.	-1	.	-5%	22%	-5%
O=C(Nc1ccccn1)c1ccc2c(c1)OCO2
 : -2%	-14%	-11%	-2%	-2	-5%	-7%	16%	4%
Cc1cc(NCc2ccccn2)nc2ccccc12
 : 2%	-4%	3%	4%	0	?	0%	4%	-9%

Part of the list above, with bars between the fields:
SMILES | POLB inh | Pol eta inh | APE1 inh | BLM inh | LDHA inh | Apoferritin bind | Glioma ERSR ind | Pol iota inh | Pol kappa inh
CCN(C(=O)COC(=O)c1cc([N+](=O)[O-])ccc1N1CCOCC1)C1CCS(=O)(=O)C1 (stereo unspecified) | . | 3% | 11% | . | -1 | . | -5% | 22% | -5%
O=C(Nc1ccccn1)c1ccc2c(c1)OCO2 | -2% | -14% | -11% | -2% | -2 | -5% | -7% | 16% | 4%
Cc1cc(NCc2ccccn2)nc2ccccc12 | 2% | -4% | 3% | 4% | 0 | ? | 0% | 4% | -9%

Remaining list, next part.
Order of values: POLB inh	Pol eta inh	APE1 inh	BLM inh	LDHA inh	Apoferritin bind	Glioma ERSR ind	Pol iota inh	Pol kappa inh
C=CCOC(=O)C(C#N)c1nc2ccccc2nc1N1CCN(c2ccccc2OCC)CC1 (stereo unspecified)
 : 4%	-15%	0%	-8%	-11&-1	-10%	-2%	-8%	-7%
COc1ccc(C2C3=C(Nc4ncnn42)c2ccccc2CCC3)cc1 (stereo unspecified)
 : 19%	12%	3%	0%	-4	-20%	-4%	7%	-5%
CC(C)(CNC(=O)c1ccc(S(=O)(=O)N2CCCC2)cc1)N1CCOCC1
 : 4%	-17%	3%	2%	2	-3%	-6%	84%[activator]	-3%
CC1CN(S(=O)(=O)c2ccc(C(=O)Nc3sc4c(c3C(N)=O)CCN(C)C4)cc2)CC(C)O1 (stereo unspecified)
 : 8%	.	7%	-21%	.	-4%	.	.	.
COc1ccc(CNC(=O)N2CCN(S(=O)(=O)c3ccccc3)CC2)cc1
 : 61%	6%	-9%	2%	-8	-1%	-2%	-15%	-9%
CCCCCCn1nc(C(=O)N(CCCC)c2c(N)n(CCC)c(=O)[nH]c2=O)c2ccccc2c1=O
 : .	-6%	35%	.	-3&-17	.	-3%	31%[activator]	-8%
COc1ccc(CNC2CCCC2)c(OC)c1OC
 : 27%	0%	18%	-9%	-1&-2	-4%	3%	-3%	-8%
CN1CCN(C(c2cccc(C(F)(F)F)c2)c2nnnn2Cc2ccccc2)CC1 (stereo unspecified)
 : -2%	-10%	1%	-1%	3	-15%	-2%	-5%	-7%
CCN1CCN(CC(=O)Nc2cc3c(cc2C(C)=O)OCO3)CC1
 : 4%	-15%	1%	6%	?	-5%	-3%	86%[activator]	0%
COc1ccc(NC(=O)Cn2nnc(C(=O)NCCc3ccccc3)c2N)cc1
 : 25µM*	-26%&-17%	2%	-16%&-14%	-5&-5	?	-6%&-4%	35µM*	-34%&-37%
CC1CCC2(CC1)NC(=O)N(CC(=O)NCc1cccs1)C2=O (stereo unspecified)
 : -1%	-13%	-2%	3%	-10	-8%	0%	19%	-9%
Fc1ccc2cc(-c3ccccc3)ncc2c1
 : .	-11%	-7%	.	-1	.	3%	-33%	-8%
CCOC(=O)C1=C(C)NC(C)=C(C(=O)OCC)C1c1cc2ccc(C)cc2[nH]c1=O
 : -7%	-22%	-5%	-3%	-6	-24%	-3%	2%	-4%
COc1ccccc1OCC(O)CN1CCOCC1 (stereo unspecified)
 : 32%	-19%	17%	-5%	-1	-5%	1%	171%[activator]	2%
CCc1ccc(/C=C/C(=O)c2ccc(N3CCOCC3)cc2)cc1
 : -9%	-18%	0%	3%	-5	-7%	-4%	97%[activator]	-15%
COc1cc(-c2nc(-c3ccccc3)c(-c3cccs3)[nH]2)cc(OC)c1O
 : 2%	-24%	-3%	-17%	3	-9%	-5%	16%	1%
Cc1cccc(NC(=O)C(NS(=O)(=O)c2ccc3c(c2)CCC(=O)N3)c2ccccc2)n1 (stereo unspecified)
 : 21%	-3%	-4%	-5%	-3	-7%	1%	-5%	-11%
CC(C)CC(=O)NC(=S)NNC(=O)c1ccc(NC(=O)C2CCCCC2)cc1
 : -1%	-11%	10%	4%	-11	-2%	-3%	23%	-5%
COc1cccc(NC(=O)CN(C)C(C)C(=O)Nc2ccc(C(C)=O)cc2)c1 (stereo unspecified)
 : 6%	3%	-1%	-2%	-5	-16%	-3%	5%	-1%
COc1ccc(CCN2CC(C(=O)NCCc3ccc(F)cc3)CCC2=O)cc1 (stereo unspecified)
 : 2%	-18%	5%	1%	-5	-1%	-1%	58%[activator]	-17%
CC(C)(C)c1ccc(/C=C/C(=O)Nc2ccc(S(N)(=O)=O)cc2)cc1
 : 14%	-16%	.	-15%	1	?	-12%	-15%	-16%
COc1ccccc1CNC(=O)c1[nH]c(C)c(C(C)=O)c1C
 : 7%	-13%	-10%	0%	-1	4%	4%	32%[activator]	1%
Cc1nn(-c2ccc(N3CCOCC3)nn2)c(C)c1CCC(=O)NCc1ccc(OC(C)C)cc1
 : 39%[activator]	-6%	.	1%	0	1%	-1%	1%	0%
O=C(NCCc1cn2ccccc2n1)c1cc(COc2c(F)cccc2F)on1
 : 7%	2%	-4%	-10%	-13	-10%	-1%	73%[activator]	-7%
O=C(NCC(c1ccco1)N1CCc2ccccc21)C(=O)Nc1ccc(F)cc1F (stereo unspecified)
 : .	-24%	4%	.	1	.	-5%	52%[activator]	-7%
COC(=O)C1=C(C)N(C)C(=S)NC1c1ccc(OC)cc1OC (stereo unspecified)
 : -23%	-7%	-7%	-3%	-8	-18%	-2%	5%	-13%
Cc1c(NC(=O)CSc2ccccc2C(=O)Nc2cccnc2)c(=O)n(-c2ccccc2)n1C
 : 26%	-12%	-3%	-1%	3	-15%	-2%	-17%	12%
Cc1cccc(/C=C2\Oc3cc(OS(C)(=O)=O)ccc3C2=O)c1
 : 1%	-18%	-2%	-9%	-1	-24%	5%	-13%	-16%
O=C(Cn1c(-c2cccs2)cc2cc(Cl)ccc21)N1CCN(c2ccccc2)CC1
 : 4%	-23%	.	0%	-3	3%	-3%	6%	-1%
Cn1c(N)c(C(=O)c2ccc(C#N)cc2)c(=O)n(C)c1=O
 : -12%	-15%	2%	5%	-4	2%	-6%	6%	-9%
Cc1oc(-c2ccccc2)nc1CSc1nnc(C)n2c1cc1sccc12
 : 19%	3%	.	-9%	-19	1%	-3%	3%	-9%
CC(=O)Nc1ccc(S(=O)(=O)NCC(=O)OCC(=O)c2cc(C)n(-c3ccc4c(c3)OCO4)c2C)cc1
 : -26%	-19%	1%	-8%	9	?	2%	19%	-4%
CCC(=O)Nc1cc(-c2nn(C)c(=O)c3ccccc23)ccc1N1CCCCC1
 : 32%	-6%	12%	-4%	-1	-9%	-4%	10%	-11%
Cc1nc2cnc(N3CCOCC3)nc2n(C[C@H]2CCCO2)c1=O
 : .	.	-1%	-1%	.	.	-4%	.	1%[60.1 µM]
Cc1cc([N+](=O)[O-])nn1CC(=O)NCCCN1CCOCC1
 : ?	-19%	14%	-3%	-7	6%	-3%	-14%	-8%
COCC(=O)NCCSc1c(C)[nH]c2ccccc12
 : 15%	-7%	5%	6%	-10	6%	-2%	1%	-23%
CCCCn1c(N)c(N(CCOC)C(=O)C2CC(=O)N(c3ccc(CC)cc3)C2)c(=O)[nH]c1=O (stereo unspecified)
 : .	-3%	2%	.	-10	.	-5%	31%[activator]	-1%
Cc1ccn2cc(-c3ccc(S(=O)(=O)N4CCOCC4)cc3)nc2c1
 : 29%	.	2%	0%	.	-6%	.	.	.
CC(CCc1ccccc1)NC(=O)Cn1cccc1C(=O)c1ccccc1 (stereo unspecified)
 : 94%	-25%	23%	-2%	-3	-5%	3%	17%	-1%
COc1ccc(Cl)cc1NC(=O)COC(=O)CCCC1=NS(=O)(=O)c2ccccc2N1
 : 25%	-10%	9%	-5%	-7	1%	-1%	32%[activator]	-8%
O=C(O)CCCC(=O)N1N=C(c2ccccc2)CC1c1cccs1 (stereo unspecified)
 : 13%	-7%	3%	9%	-5	-3%	-1%	46%[activator]	-2%
COc1ccc(/C=C/CN2CCN(CC(C)C)C(CCO)C2)cc1 (stereo unspecified)
 : -17%	-20%	1%	2%	-4	-14%	-4%	38%[activator]	0%
O=S(=O)(c1ccc(Cl)cc1)N1CCN(CCc2ccncc2)CC1
 : 6%	-12%	13%[12.4 µM]	1%	0	-16%	-3%	10%	-9%

Source: PubChem (National Center for Advancing Translational Sciences (NCATS))
